DAX1 inh-1 = DAX1 (NR0B1) inhibition, primary screen. HEK293T StAR-luciferase reporter, SF-1/DAX-1 repression relief. inhibition, % at 6.8 µM. AID 652010. hit rate 1.1% among 370,000;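 active means inhibition above the mean over all tested compounds plus 3 SD, cut at about 3.6% in these data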;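 further: 0% = DAX-1 cells with DMSO and 100% = cells lacking DAX-1 with DMSO; higher inhibition means more luminescence from relief of DAX-1 repression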
FXN GAA850 act = activators of GAA850 frataxin (FXN) promoter; HEK293 lucGAA850 FXN promoter luciferase reporter, 24 h; percent of 10 µM SAHA response; activation, % at 6 µM; hit rate 0.56% among 360,000;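 active means activation above the average of all compounds screened plus 3 SD, cutoff fixed separately per campaign, cut at about 7.5% in these data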;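 further: 0% = DMSO wells and 100% = 10 µM SAHA wells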
PLC-beta3 inh = blocks human PLC-beta3 enzyme activity; Purified PLC-beta3, fluorogenic substrate, fluorescence; inhibition, % at 12.2 µM; hit rate 0.18% among 370,000; Q01970; in the data active means inhibition above about 11%;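 further: 0% = median of compound wells on plate and 100% = full blocker control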
hcDAF12 agonist = H. contortus DAF-12 activation, primary screen; activation, % at 6.8 µM; HEK293 hcDAF-12 lit1-tk-luc reporter, luminescence; 0% DMSO, 100% Δ7-dafachronic acid; hit rate 1.4% among 370,000;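 active means activation above the mean of all tested compounds plus 3 SD, cut at about 5.5% in these data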;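 further: 100% = response to 3 µM Δ7-dafachronic acid high control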
PG9 binder = small molecules binding HIV-1 gp120 antibody PG9; TR-FRET gp120-PG9 antibody binding; inhibition, % at 6.7 µM; hit rate 0.43% among 360,000; AID 624416; in the data active means inhibition above about 8.5%
sPLA2-III inh = Inhibits HGIII-sPLA2 liposome hydrolysis, primary screen; AID 743126; hit rate 0.56% among 370,000; inhibition, % at 12.2 µM; QFRET BODIPY PC-A2 liposome hydrolysis, fluorescence; Q9NZ20;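 active means inhibition above mean plus 3 SD of compounds lying within the high and low control bounds, cut at about 19% in these data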;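 further: 0% = median of test compound wells and 100% = no enzyme DMSO wells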
NR1D1 modulator = Rev-erb alpha (human) modulation; P20393; Rev-erbα–FITC-DNA binding, fluorescence polarization, 90 min; activity, % at 10 µM; hit rate 0.79% among 370,000; AID 1259318;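 active means activity above about 14%, limit read from the data; passing the limit was not always enough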;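 further: 0% = DMSO wells with 35 nM protein and 100% = DMSO wells with 750 nM protein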
Target sequence (P20393 whole entry, looked up): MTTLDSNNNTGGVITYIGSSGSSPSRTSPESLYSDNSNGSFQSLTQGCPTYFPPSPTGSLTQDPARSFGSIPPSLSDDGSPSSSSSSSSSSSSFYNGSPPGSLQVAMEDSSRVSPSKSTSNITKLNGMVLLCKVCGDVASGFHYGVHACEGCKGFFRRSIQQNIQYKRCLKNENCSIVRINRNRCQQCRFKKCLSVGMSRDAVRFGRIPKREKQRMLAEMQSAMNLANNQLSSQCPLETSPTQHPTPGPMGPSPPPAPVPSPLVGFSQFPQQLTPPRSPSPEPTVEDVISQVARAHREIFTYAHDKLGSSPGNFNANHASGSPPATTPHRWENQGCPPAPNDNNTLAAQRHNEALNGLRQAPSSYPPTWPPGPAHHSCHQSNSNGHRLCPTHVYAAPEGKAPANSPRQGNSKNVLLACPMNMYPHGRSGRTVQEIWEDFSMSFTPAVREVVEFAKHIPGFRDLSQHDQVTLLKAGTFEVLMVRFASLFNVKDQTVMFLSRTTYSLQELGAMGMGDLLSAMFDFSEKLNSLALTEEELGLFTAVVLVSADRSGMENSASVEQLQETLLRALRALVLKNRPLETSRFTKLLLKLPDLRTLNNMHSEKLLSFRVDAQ
hgDAF12 agonist = activates the H. glycines DAF-12 receptor ligand-binding domain | HEK293 GAL4-hgDAF12 UAS-luciferase reporter, agonist luminescence; normalized to butyrate control | activation, % at 6.8 µM | hit rate 1.8% among 370,000;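 active means activation above a cutoff set at the mean of all screened compounds plus 3 SD, cut at about 10% in these data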;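 further: 0% = DMSO wells and 100% = sodium butyrate wells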
ssDAF-12 act = activates DAF-12 receptor from parasite S. stercoralis; HEK293 ssDAF-12/GRIP1 lit1-tk-luc reporter, luminescence; % of 3 µM dafachronic acid response; activation, % at 6.8 µM; hit rate 1% among 370,000;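 active means activation above the mean over all tested compounds plus 3 SD, cut at about 0.9% in these data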;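 further: 0% = DMSO-only wells and 100% = 3 µM delta7-dafachronic acid wells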
DAX1 inh-2 = inhibitors of human orphan nuclear receptor DAX1 (NR0B1); hit rate 0.99% among 340,000; inhibition, % at 6.75 µM; P51843; AID 504766; HEK293 Gal4-DAX1 luciferase reporter, luminescence;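 active means inhibition above the mean over all tested compounds plus 3 SD, cut at about 4.2% in these data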;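 further: 0% = DAX1-transfected cells with DMSO and 100% = empty-vector control cells with DMSO; inhibition shows as a rise in luminescence from relieved DAX1 repression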
Target sequence (P51843 207-470 limits assumed): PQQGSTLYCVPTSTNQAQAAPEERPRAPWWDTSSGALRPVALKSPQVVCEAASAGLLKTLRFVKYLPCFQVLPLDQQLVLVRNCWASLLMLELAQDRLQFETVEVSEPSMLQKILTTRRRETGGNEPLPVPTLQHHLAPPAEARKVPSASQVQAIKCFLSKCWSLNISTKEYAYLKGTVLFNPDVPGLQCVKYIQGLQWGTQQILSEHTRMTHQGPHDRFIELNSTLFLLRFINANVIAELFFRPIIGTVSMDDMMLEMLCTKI
SMARCA2 activ = increases SMARCA2 function in MMTV reporter cells | MG213 cells, MMTV-luciferase reporter, dexamethasone, overnight | activation, % at 9.1 µM | hit rate 1% among 370,000 | AID 652017; in the data active means activation above about 7.8%;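 further: 0% = vehicle wells and 100% = reference activator wells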
* marks the source's active call; other numbers are inactive results; nt = no result given.

Labels used below: A = DAX1 inh-1; B = FXN GAA850 act; C = PLC-beta3 inh; D = hcDAF12 agonist; E = PG9 binder; F = sPLA2-III inh; G = NR1D1 modulator; H = hgDAF12 agonist; I = ssDAF-12 act; J = DAX1 inh-2; K = SMARCA2 activ
1	Clc1ccccc1Cc1noc(CN2CCCCC2CCc2ccccn2)n1 (stereo not given)
  A: -0.8 | B: -0.1 | C: -5 | D: 0.6 | E: -0.2 | F: 2 | G: -3 | H: -0.3 | I: -1.6 | J: -1.4 | K: -3
2	CCOc1ccc(S(=O)(=O)N2CCN=C2Cc2ccccc2)cc1C
  A: -0.4 | B: -2.1 | C: -2 | D: -1.3 | E: -2.8 | F: -12 | G: -7 | H: -0.8 | I: -0.3 | J: -0.8 | K: -1
3	Cc1ccc(-n2nc(C)c(C(=O)Nc3cccc(C(=O)NC4CC4)c3)n2)c(C)c1
  A: -2.6 | B: -3.0 | C: -8 | D: -3.2 | E: -1.6 | F: 3 | G: 7 | H: -2.5 | I: -2.0 | J: -1.8 | K: -2
4	CC(=O)Nc1cccc(NC(=O)c2ccco2)c1
  A: 0.4 | B: -2.0 | C: 2 | D: 0.3 | E: -1.6 | F: -4 | G: 7 | H: -0.2 | I: -1.1 | J: 0.0 | K: 1
5	N#Cc1ccccc1OCC(=O)Nc1cc(S(=O)(=O)N2CCCCC2)ccc1N1CCOCC1
  A: 6.0* | B: 2.0 | C: -2 | D: -1.5 | E: 2.3 | F: -6 | G: -3 | H: -1.9 | I: -1.0 | J: -0.7 | K: -1
6	CC(=O)C1=C(C)Nc2ncnn2C1c1ccccc1Cl (stereo not given)
  A: 0.5 | B: -0.6 | C: 2 | D: -2.3 | E: 1.8 | F: 5 | G: 7 | H: -0.1 | I: -1.3 | J: 0.0 | K: 0
7	O=C(c1cc2ccccc2o1)N1CCN(S(=O)(=O)c2c(F)cccc2F)CC1
  A: -0.7 | B: 1.9 | C: -8 | D: -1.9 | E: -1.9 | F: 6 | G: -4 | H: -0.9 | I: -1.3 | J: 0.4 | K: 1
8	CN(C)S(=O)(=O)c1ccc(NC(=O)/C=C/c2ccccc2Cl)cc1
  A: -0.8 | B: 1.7 | C: -4 | D: -2.0 | E: -1.6 | F: -22 | G: 1 | H: 6.9 | I: -1.4 | J: -0.6 | K: -1
9	O=C(CC1C(=O)NCCN1Cc1cccc(F)c1)NC1CCC1 (stereo not given)
  A: 0.4 | B: -1.8 | C: -21 | D: -0.8 | E: 0.6 | F: 3 | G: 4 | H: 1.4 | I: -0.4 | J: -0.3 | K: 1
10	CC(Sc1nnc(N)s1)C(=O)NNC(=O)c1cccc(Cl)c1 (stereo not given)
  A: 0.5 | B: -0.3 | C: 2 | D: -0.6 | E: -2.2 | F: -10 | G: 6 | H: 1.5 | I: -0.7 | J: -0.1 | K: 3
11	CN1CCC(=O)N([C@H](CSc2ccc(Br)cc2)c2ccccc2)CC1
  A: -0.1 | B: 2.4 | C: -2 | D: 1.9 | E: -0.1 | F: 4 | G: 0 | H: 5.0 | I: -0.7 | J: 0.6 | K: 5
12	C=C(C)[C@@H]1CC=C(CO)CC1
  A: 0.7 | B: 4.1 | C: 3 | D: -0.4 | E: -0.8 | F: 2 | G: -5 | H: 6.1 | I: -1.0 | J: 0.2 | K: -2
13	Cc1ccccc1Nc1nc(N)nc(-c2oc3ccccc3c2C)n1
  A: 1.4 | B: 8.6* | C: -24 | D: 1.6 | E: -1.2 | F: -17 | G: 3 | H: 5.1 | I: -0.7 | J: nt | K: 3
14	C=CCNC(=S)N(Cc1ccccc1)Cc1ccccc1
  A: -0.4 | B: 0.9 | C: -3 | D: -2.0 | E: 0.7 | F: 6 | G: 0 | H: -0.6 | I: -1.0 | J: -0.4 | K: -4
15	CCc1ccc(Nc2ccc(C(N)=O)cc2[N+](=O)[O-])cc1
  A: -1.1 | B: 0.8 | C: 1 | D: -0.6 | E: -3.3 | F: 4 | G: -2 | H: -2.1 | I: -1.7 | J: -0.8 | K: -2

More records:
Labels used below: A = DAX1 inh-1; B = FXN GAA850 act; C = PLC-beta3 inh; D = hcDAF12 agonist; E = PG9 binder; F = sPLA2-III inh; G = NR1D1 modulator; H = hgDAF12 agonist; I = ssDAF-12 act; J = DAX1 inh-2; K = SMARCA2 activ
16	COC(=O)c1ccc2nc(-c3cccc(Cl)c3)c(Cc3ccccc3C(F)(F)F)n2c1
  A: 1.1 | B: nt | C: -7 | D: -0.7 | E: -0.8 | F: 4 | G: 2 | H: 2.9 | I: -0.1 | J: nt | K: 1
17	CCOc1ccc(S(=O)(=O)NCc2ccccn2)cc1NC(=O)c1ccccc1
  A: -2.7 | B: -2.0 | C: 1 | D: -0.1 | E: 1.5 | F: -3 | G: -1 | H: 1.2 | I: -0.7 | J: 0.2 | K: -1
18	O=C1c2ccccc2NC(c2ccc(O)cc2)N1/N=C/c1ccc(O)cc1 (stereo not given)
  A: 1.3 | B: 5.0 | C: -66 | D: -1.8 | E: -3.5 | F: -7 | G: 5 | H: 8.4 | I: -0.8 | J: 2.2 | K: 5
19	Cn1c(COc2ccc(C(=O)O)cc2)nc2ccccc21
  A: 0.2 | B: 2.2 | C: -4 | D: 0.1 | E: 2.3 | F: -4 | G: -5 | H: -1.6 | I: -0.7 | J: 0.2 | K: -2
20	Cc1cc(OCC(=O)N(C)C)c2c(-c3ccccc3)cc(=O)oc2c1
  A: -0.5 | B: 2.2 | C: -122 | D: -1.1 | E: -0.1 | F: 0 | G: -2 | H: -0.9 | I: -1.3 | J: -1.8 | K: 0
21	COc1cc(/C=C2\SC(=S)N(NS(=O)(=O)c3ccccc3)C2=O)cc(OC)c1OC
  A: 0.6 | B: 4.0 | C: -12 | D: -0.6 | E: 0.2 | F: -14 | G: 1 | H: -5.1 | I: -0.4 | J: 3.1 | K: -3
22	CCN(CC(=O)NCc1cccs1)C(=O)CCc1c[nH]c2ccccc12
  A: -0.5 | B: -0.9 | C: -7 | D: -0.8 | E: -1.1 | F: -28 | G: 1 | H: 1.9 | I: -1.4 | J: -0.5 | K: -3
23	COc1cc2c(C(=O)NCc3ccccn3)cn(CC(C)C)c(=O)c2cc1OC
  A: -0.8 | B: 2.0 | C: -2 | D: -0.4 | E: 0.1 | F: 9 | G: 2 | H: -2.5 | I: -1.5 | J: 0.2 | K: -2
24	Cc1oc(-c2ccccc2Cl)nc1CN(C)C(C)c1ccon1 (stereo not given)
  A: -0.1 | B: 0.3 | C: -3 | D: 3.4 | E: 0.2 | F: 5 | G: -2 | H: -1.5 | I: 0.5 | J: -1.4 | K: -3
25	O=C(Nc1cccnc1)c1ccc(N2CCCC2)c([N+](=O)[O-])c1
  A: 0.5 | B: 3.2 | C: 0 | D: 0.8 | E: -2.5 | F: 2 | G: 13 | H: 2.2 | I: -0.8 | J: 5.2* | K: 1
26	Cc1ccc(N2C(=O)CC(Sc3ccccc3C(=O)O)C2=O)c([N+](=O)[O-])c1 (stereo not given)
  A: 0.4 | B: 2.1 | C: 0 | D: 0.7 | E: -0.5 | F: -7 | G: -2 | H: 0.7 | I: -0.6 | J: 0.5 | K: 2
27	COC(=O)[C@@]1(Cc2ccc(F)cc2)[C@H]2c3cc(C(=O)N4CCCC4)n(Cc4ccc(C)o4)c3C[C@H]2CN1C(=O)c1ccccc1
  A: -0.1 | B: nt | C: -7 | D: -1.8 | E: 3.0 | F: -4 | G: -2 | H: -1.7 | I: -1.2 | J: nt | K: -4
28	CCCSc1nc(C)cc(=O)[nH]1
  A: -0.3 | B: -0.2 | C: 2 | D: -2.5 | E: 2.8 | F: 4 | G: -1 | H: -1.7 | I: -1.2 | J: 1.6 | K: -6
29	O=C(CSc1ncn[nH]1)N1N=C2/C(=C/c3ccco3)CCCC2C1c1ccco1 (stereo not given)
  A: 0.5 | B: -0.5 | C: -57 | D: -1.2 | E: -2.2 | F: -43 | G: -7 | H: 1.4 | I: -0.6 | J: -0.6 | K: 3
30	Nc1nnc(SCC(=O)OCC(=O)NC23CC4CC(CC(C4)C2)C3)s1
  A: 0.3 | B: 2.9 | C: 1 | D: 0.7 | E: -0.4 | F: -3 | G: -2 | H: 4.8 | I: -0.3 | J: 0.2 | K: 0

Among those listed so far, these have a furan ring, fused or not.
Labels used below: A = DAX1 inh-1; B = FXN GAA850 act; C = PLC-beta3 inh; D = hcDAF12 agonist; E = PG9 binder; F = sPLA2-III inh; G = NR1D1 modulator; H = hgDAF12 agonist; I = ssDAF-12 act; J = DAX1 inh-2; K = SMARCA2 activ
4	CC(=O)Nc1cccc(NC(=O)c2ccco2)c1
  A: 0.4 | B: -2.0 | C: 2 | D: 0.3 | E: -1.6 | F: -4 | G: 7 | H: -0.2 | I: -1.1 | J: 0.0 | K: 1
7	O=C(c1cc2ccccc2o1)N1CCN(S(=O)(=O)c2c(F)cccc2F)CC1
  A: -0.7 | B: 1.9 | C: -8 | D: -1.9 | E: -1.9 | F: 6 | G: -4 | H: -0.9 | I: -1.3 | J: 0.4 | K: 1
13	Cc1ccccc1Nc1nc(N)nc(-c2oc3ccccc3c2C)n1
  A: 1.4 | B: 8.6* | C: -24 | D: 1.6 | E: -1.2 | F: -17 | G: 3 | H: 5.1 | I: -0.7 | J: nt | K: 3
27	COC(=O)[C@@]1(Cc2ccc(F)cc2)[C@H]2c3cc(C(=O)N4CCCC4)n(Cc4ccc(C)o4)c3C[C@H]2CN1C(=O)c1ccccc1
  A: -0.1 | B: nt | C: -7 | D: -1.8 | E: 3.0 | F: -4 | G: -2 | H: -1.7 | I: -1.2 | J: nt | K: -4
29	O=C(CSc1ncn[nH]1)N1N=C2/C(=C/c3ccco3)CCCC2C1c1ccco1 (stereo not given)
  A: 0.5 | B: -0.5 | C: -57 | D: -1.2 | E: -2.2 | F: -43 | G: -7 | H: 1.4 | I: -0.6 | J: -0.6 | K: 3

Assay outcomes from PubChem.

The order is random; any-hit rate near 7%.
